Tau fluor cs: counter-screen for tau fibril formation inhibitors | AID 1463 | 280,000 compounds, 0.93% hits | Potency, µM (doses to about 57.7 µM), without a hit: top-dose activity change, negative = decrease | tau K18 P301L Alexa594 fluorescence, heparin fibrillization; also: potency is read from the fitted curve at half-maximal effect; % is scaled to controls: 0 for no effect and ±100 for the full control effect; nearly all actives have a fitted effect of over 55% in size
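Human tau K18 P301L (15 uM unlabeled, 0.24 uM Alexa 594-labeled) in 100 mM sodium acetate pH 7 with 20 uM heparin, 6 hr at 37 C. ThT 30 uM added, 1 hr ambient; Alexa 594 FP and total fluorescence read at 555/632 nm.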
GLA spleen mod: alpha-galactosidase A (human) modulation | P06280 | human spleen homogenate, 4MU-alpha-Gal fluorescence, 40 min | Potency, µM (series often up to 80 µM), without a hit: at the top dose activity change, negative = inhibition, most hits filed as inhibitors | 240,000 compounds, 0.008% hits | AID 2107;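 also: potency is read from the fitted curve at half-maximal effect; 0% = enzyme with vehicle and -100% = no enzyme basal signal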
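Spleen homogenate 1 ug + cpd (titration) + 4-MU-alpha-D-galactopyranoside 1 mM; 37C 40 min; 50 mM citrate/phosphate pH 5.0, 0.01% Tween-20; stop pH 10; fluorescence 365/440; AC50 via Hill.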
Epigenetic derep: epigenetic control regulation, reporter derepression; murine LDR cells, GFP reporter derepression, 30 h; Potency, µM (series often up to 53.9 µM), without a hit: at the top dose GFP activation, hits mostly activators; 280,000 compounds, 0.2% hits; also: potency is read from the fitted curve at half-maximal effect; % of control where 0% means no effect; nearly all actives have a fitted effect of over 60% in size
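Reporter derepression read as number of fluorescent GFP-positive objects, 20-120 um in size, counted by laser-scanning cytometer. Mouse LDR line with an epigenetically silenced CMV-GFP locus; compound incubation 30 h, 37 C.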
TRb-SRC2 inh: TRbeta-SRC2 interaction inhibition | P10828 | TRbeta-SRC2 peptide binding, fluorescence polarization; receptor liganded with 1 µM T3 | Potency, µM (doses to about 106 µM), inactives show at the highest dose activity change, negative = inhibition, hits mostly inhibitors | 280,000 compounds, 0.065% hits;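 also: potency is read from the fitted curve at half-maximal effect; plate controls were bound peptide for no effect and peptide without receptor for full effect; nearly all actives have a fitted effect of over 50% in size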
Target sequence (P10828 whole entry, looked up): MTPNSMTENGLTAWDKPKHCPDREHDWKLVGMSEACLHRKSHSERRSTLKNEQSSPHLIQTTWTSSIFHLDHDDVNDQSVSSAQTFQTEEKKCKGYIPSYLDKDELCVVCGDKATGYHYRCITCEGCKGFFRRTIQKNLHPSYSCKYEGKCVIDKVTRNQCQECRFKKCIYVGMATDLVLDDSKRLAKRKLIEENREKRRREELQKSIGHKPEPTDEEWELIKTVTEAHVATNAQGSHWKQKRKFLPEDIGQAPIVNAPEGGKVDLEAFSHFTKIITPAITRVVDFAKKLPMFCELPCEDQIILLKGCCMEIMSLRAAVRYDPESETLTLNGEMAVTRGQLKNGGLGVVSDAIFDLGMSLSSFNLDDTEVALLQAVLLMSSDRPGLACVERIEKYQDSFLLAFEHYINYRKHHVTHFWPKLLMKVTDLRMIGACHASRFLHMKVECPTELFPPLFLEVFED
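Human TRb LBD (0.6 uM) plus Texas Red-labeled SRC2 peptide (20 nM), 1uM T3, 5% DMSO, 5 hr at ambient temperature. Decreased polarization (555/632 nm) flags inhibition; data normalized to free and bound peptide controls.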
TexasRed fluor: Texas Red fluorescence interference in TRb-SRC2 counter-screen; TRb/SRC2 Texas Red total fluorescence interference; 280,000 compounds, 0.29% hits; Potency, µM (series often up to 106 µM), for the others: at the top dose fluorescence change, negative = quenching; active = well fitted curve in either direction with a large enough effect; inconclusive = small, poorly fitted or top-dose-only effect; also: potency is read from the fitted curve at half-maximal effect; % is scaled to controls: 0 for no effect and ±100 for the full control effect
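Human TRβ ligand-binding domain (0.6 uM) and Texas Red SRC2 peptide (20 nM) in Tris buffer with 1 uM T3 and 5% DMSO were incubated with pinned compound for 5 hr at ambient temperature. Total fluorescence was computed as S + 2P (555/632 nm).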
NPSR antagonist: blocks cAMP signaling of the human neuropeptide S receptor | Potency, µM (doses to about 38.3 µM), for inactives: top-dose activity change, negative = inhibition, actives largely listed as inhibitors | Q6W5P4 | AID 1461 | 220,000 compounds, 1% hits | CHO-NPSR cells, cAMP TR-FRET, antagonist mode; also: potency is read from the fitted curve at half-maximal effect; % is scaled to controls: 0 for no effect and ±100 for the full control effect; nearly all actives have a fitted effect of over 50% in size; many of its hits are not listed in these tables
Target sequence (Q6W5P4 whole entry, looked up): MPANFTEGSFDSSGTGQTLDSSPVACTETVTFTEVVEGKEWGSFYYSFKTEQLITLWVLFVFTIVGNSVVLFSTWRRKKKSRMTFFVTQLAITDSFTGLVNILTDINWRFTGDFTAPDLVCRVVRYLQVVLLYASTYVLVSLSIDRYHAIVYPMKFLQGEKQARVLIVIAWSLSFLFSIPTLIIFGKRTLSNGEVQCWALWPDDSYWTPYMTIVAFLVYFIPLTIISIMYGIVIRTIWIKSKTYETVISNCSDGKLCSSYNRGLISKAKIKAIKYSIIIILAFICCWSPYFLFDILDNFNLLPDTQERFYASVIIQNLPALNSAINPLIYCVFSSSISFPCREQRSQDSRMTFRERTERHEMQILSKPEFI
CBFb-RUNX1 inh: inhibitors of human CBF-beta and RUNX1 interaction; Q01196+Q13951; 230,000 tested, under 10 active; AlphaScreen CBFb-His/RUNX1-biotin binding, biochemical; Potency, µM (titrated, usually from 59.8 µM), for inactives: top-dose activity, negative = inhibition, hits mostly inhibitors; also: % of control where 0% means no effect
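Read-out: AlphaScreen. Format: His-CBF-beta with biotinylated RUNX1 (30 nM each) preincubated 20 min, compound 15 min, Ni-chelate plus streptavidin beads 90 min; room temperature throughout.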
Tau FP inhib: tau fibrillization inhibition (FP); P10636; K18 P301L tau heparin fibrillization, Alexa594 FP, 6 h; Potency, µM (top dose mostly 57.7 µM), without a hit: at the top dose activity, negative = inhibition, actives largely listed as inhibitors; 280,000 compounds, 0.39% hits; also: potency is read from the fitted curve at half-maximal effect; % is scaled to controls: 0 for no effect and ±100 for the full control effect; nearly all actives have a fitted effect of over 55% in size
Target sequence (P10636 561-689 P618L limits assumed): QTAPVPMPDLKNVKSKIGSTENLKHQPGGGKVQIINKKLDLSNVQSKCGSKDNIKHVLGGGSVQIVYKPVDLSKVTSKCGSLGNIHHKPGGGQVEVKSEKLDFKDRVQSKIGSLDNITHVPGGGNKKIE
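K18 P301L tau (15 uM unlabeled/0.24 uM Alexa 594-labeled, final) + compound + heparin 20 uM final; 100 mM NaOAc pH 7; 6 hr 37 C; ThT 30 uM final added, 1 hr RT; FP ex 555/em 632 nm.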
* marks the source's active call; other numbers are inactive results; ? = inconclusive; . = no result given; [ ] = remark or other dose. Unless noted, calls follow the shape of the dose curve; as a rule, active = well fitted curve in the direction sought with a large enough effect; inconclusive = small, poorly fitted or top-dose-only effect, or another doubt; inactive = no such curve, though single readings can be large; an effect the other way counts as inactive or inconclusive. The list is partial; count on the stated rates, not on these rows.

Structure	Tau fluor cs	GLA spleen mod	Epigenetic derep	TRb-SRC2 inh	TexasRed fluor	NPSR antagonist	CBFb-RUNX1 inh	Tau FP inhib
CC(C)Sc1n[nH]c(=O)n1-c1ccccc1	13%	4%	-0.3%	1%	-1%	-12%	6%	7%
Cc1ccccc1CNC(=O)Cn1c(C)c2cnn(-c3ccccc3)c(=O)c2c1C	-11%	.	-1.4%	-6%	-1%	.	.	-6%
COC(=O)Cc1cc(=O)[nH]c(/N=C(\N)Nc2ccccc2C)n1	-2%	-1%	-2.0%	-14%	-2%	-8%[46.1 µM]	-5%	-12%
O=C(COC(=O)c1ccc2ccccc2n1)NCc1ccccc1	-7%	-6%	17%	1%	-8%	2%	12%	-3%
CCOC(=O)C1(Cc2ccccc2)CCCN(Cc2ccc(OCCO)cc2)C1 (stereo not given)	4%	-2%	2.4%	9%[53 µM]	-1%[53 µM]	-29%	0%	1%
C(=C\c1ccccc1)/C=N/N1CCN(Cc2ccccc2)CC1	-16%	2%	-2.5%	-2%	0%	-23%	-26%	4%
CCCCN(C)CCC(=O)Nc1ccc(OC)cc1OC	1%	8%	0.0%	-17%	3%	15%	0%	3%
Cn1c(SCC(=O)Nc2ccccc2F)nnc1-c1cc2ccccc2o1	-3%	-5%	-1.6%	-6%	-1%	-5%[46.1 µM]	-1%	-8%
CCNc1ccc(S(=O)(=O)N(C)C)cc1NCC(=O)Nc1ccccc1Br	?	4%	-2.6%	5%	-1%	-14%	-1%	8%
CCN(CC)C(=O)COc1ccc(/C(C)=N/NC(=O)c2ccccc2Br)cc1	-10%	1%	1.5%	3%	1%	0%	-3%	8%
COc1ccc(C2(CNC(=O)/C=C\c3ccco3)CCCC2)cc1OC	-10%	22%	2.5%	0%	-2%	14%[46.1 µM]	3%	?
Cc1ccnc(-n2sc3ccccc3c2=O)n1	?	-6%	-0.1%	-10%	0%	-21%[46.1 µM]	0%	25µM*
O=C(NCc1ccc(C(F)(F)F)cc1)C12CN(Cc3ccccc3)CC1C(c1cccc([N+](=O)[O-])c1)=NO2 (stereo not given)	-26%	1%	-0.9%	12%	1%	-20%[46.1 µM]	2%	3%
CC(C)CN1CCN(Cc2ccc(Oc3ncccn3)cc2)CC1CCO (stereo not given)	-6%	-6%	0.0%	-1%	1%	14%	1%	1%
CCOC(=O)c1cccc(NC(=O)CCc2c(C)nn(-c3ccc(N4CCCC4)nn3)c2C)c1	-9%	.	0.0%	7%	0%	.	.	3%
COC(=O)c1ccc(NC(=O)C(=O)N2CCN(C(=S)Nc3ccccc3OC)CC2)cc1	0%	-6%	0.0%	-2%	1%	5%	5%	-5%
N/C(=N\c1nc2ccccc2o1)NC(=O)c1cccc(Cl)c1	-9%	0%	2.1%	-1%	-5%	-3%	3%	-3%
Cc1ccc(-n2c(-c3ccccc3)nnc2-c2cccs2)cc1	8%	-6%	0.0%	-4%	1%	-9%[46.1 µM]	3%	6%
Cc1ccccc1NC(=S)N1CCC(C(=O)c2ccc(F)cc2)CC1	-17%	-3%	-0.6%	0%	-2%	11%[46.1 µM]	13%	-2%
COC(=O)C1=C(C)NC(=O)NC1c1ccsc1 (stereo not given)	-5%	-3%	-1.4%	-16%	-1%	1%[46.1 µM]	15%	-7%
Cc1ccccc1N1C(=O)CC(Sc2nnc(-c3ccccc3)o2)C1=O (stereo not given)	-11%	0%	?	-8%	-3%	?	9%	-8%
CCOC(=O)N1CCN(C(=O)c2ccc(N(C)S(C)(=O)=O)cc2)CC1	8%	-4%	-2.1%	-3%	0%	-5%[46.1 µM]	1%	5%
COc1ccc(CCC(=O)NCCc2cn3c(C)csc3n2)cc1	-10%	-1%	1.0%	-8%	-2%	-9%[46.1 µM]	-1%	-1%
COC(=O)c1ccccc1NC(=O)CCCn1nc([N+](=O)[O-])c(Br)c1C	-18%	0%	0.0%	-2%	-1%	-14%	-3%	-2%
CC(=O)N1CCc2cc(S(=O)(=O)CCC(=O)N3CCN(c4cccc(C)c4C)CC3)ccc21	-18%	.	2.6%	-2%	-1%	.	.	-5%
CCOc1ccc(C2c3c(oc4ccccc4c3=O)C(=O)N2Cc2ccc3c(c2)OCO3)cc1 (stereo not given)	-2%	.	-1.0%	7%	7%	.	.	-11%
CCn1c(COc2ccc3c(c2)OCO3)nnc1SCC(=O)c1ccccc1	0%	-1%	1.0%	8%	-4%	?	10%	5%
CSCCC(NC(=O)c1cccc(C)c1)C(=O)OCC(=O)NC(=O)c1cccn1C (stereo not given)	-13%	2%	0.1%	7%	3%	2%[46.1 µM]	-11%	-2%
O=C(CSc1nnc2n1CCCN2C(=S)Nc1ccc(Cl)cc1)c1ccccc1	-29%	-1%	0.0%	-2%	0%	-29%[46.1 µM]	3%	?
CCOC(=O)C1=C(CS(=O)(=O)c2c(C)cc(C)cc2C)NC(=O)NC1c1cccc(OC)c1 (stereo not given)	-15%	.	-0.9%	-2%	2%	.	.	-15%

In a second layout: 4 of the compounds above
COc1ccc(C2(CNC(=O)/C=C\c3ccco3)CCCC2)cc1OC
  Tau fluor cs: -10% | GLA spleen mod: 22% | Epigenetic derep: 2.5% | TRb-SRC2 inh: 0% | TexasRed fluor: -2% | NPSR antagonist: 14%[46.1 µM] | CBFb-RUNX1 inh: 3% | Tau FP inhib: ?

Cc1ccnc(-n2sc3ccccc3c2=O)n1
  Tau fluor cs: ? | GLA spleen mod: -6% | Epigenetic derep: -0.1% | TRb-SRC2 inh: -10% | TexasRed fluor: 0% | NPSR antagonist: -21%[46.1 µM] | CBFb-RUNX1 inh: 0% | Tau FP inhib: 25µM*

O=C(NCc1ccc(C(F)(F)F)cc1)C12CN(Cc3ccccc3)CC1C(c1cccc([N+](=O)[O-])c1)=NO2 (stereo not given)
  Tau fluor cs: -26% | GLA spleen mod: 1% | Epigenetic derep: -0.9% | TRb-SRC2 inh: 12% | TexasRed fluor: 1% | NPSR antagonist: -20%[46.1 µM] | CBFb-RUNX1 inh: 2% | Tau FP inhib: 3%

CC(C)CN1CCN(Cc2ccc(Oc3ncccn3)cc2)CC1CCO (stereo not given)
  Tau fluor cs: -6% | GLA spleen mod: -6% | Epigenetic derep: 0.0% | TRb-SRC2 inh: -1% | TexasRed fluor: 1% | NPSR antagonist: 14% | CBFb-RUNX1 inh: 1% | Tau FP inhib: 1%

Continued:
Values run as follows: Tau fluor cs, GLA spleen mod, Epigenetic derep, TRb-SRC2 inh, TexasRed fluor, NPSR antagonist, CBFb-RUNX1 inh, Tau FP inhib
Cc1ccc(C(=O)CSc2nnc(-c3ccco3)n2Cc2ccccc2)cc1
→ -6%, 0%, 0.8%, -2%, -2%, -24%[46.1 µM], 1%, -8%
COC(=O)C1CSC(C(=O)OC)N1C(=O)Nc1c(C)cccc1C (stereo not given)
→ 8%, 21%, -1.1%, 2%, -5%, -7%[46.1 µM], 0%, 4%
CCOc1ccc(NC(=O)CNC(=O)COc2ccccc2)cc1
→ -7%, 0%, -0.9%, 3%, 3%, -27%[46.1 µM], -4%, -2%
Cc1cc([N+](=O)[O-])nn1CC(=O)NCCCn1ccnc1
→ -2%, -6%, 2.2%, -9%, -3%, 13%, -6%, ?
O=C(O)c1ccccc1OP(=O)(O)O
→ 1%, 1%, 0.8%, -3%, -2%, ., 10%, 7%
CCc1ccc(N2CC(C(=O)Nc3cc(C)ccc3F)CC2=O)cc1 (stereo not given)
→ -11%, -8%, 2.0%, -6%, -5%, -24%[46.1 µM], 5%, -11%
Cc1csc(SCC(=O)NC2CCCCC2)n1
→ -14%, 2%, 0.0%, 2%, -2%, -1%[46.1 µM], 1%, ?
O=C(Nc1ccc(Cl)cn1)c1ccc(-c2cc(Cl)ccc2Cl)o1
→ ?, -3%, 0.0%, -1%, 2%, ?, 6%, ?
Cc1c(NC(=O)CN2C(=O)c3ccc([N+](=O)[O-])cc3C2=O)c(=O)n(-c2ccccc2)n1C
→ -3%, -1%, -0.9%, 1%, -4%, 9%, -11%, -1%
CSc1nc(C)cc(SC(C(C)=O)C(=O)Nc2ccccc2)n1 (stereo not given)
→ -6%, -16%, -2.0%, -13%, 3%, -12%[46.1 µM], 4%, -10%
Cc1cc(C)n2nc(C(=O)N3CCCC(CNS(=O)(=O)c4cccs4)C3)cc2n1 (stereo not given)
→ -6%, 8%, -0.6%, -9%, 0%, -7%, 2%, -5%
COC(=O)c1cc(NC(=O)c2ccccc2F)cc(C(=O)OC)c1
→ -11%, -2%, -2.2%, 7%, 1%, -9%, -6%, -1%
O=C(C1CCN(S(=O)(=O)Cc2ccccc2)CC1)N1CCCc2ccccc21
→ -2%, 5%, 0.0%, -6%, -4%, -19%[46.1 µM], 3%, -2%
CC(=O)Nc1ccc(S(=O)(=O)C(C#N)c2nc3ccccc3nc2NCCO)cc1 (stereo not given)
→ -22%, ?, -0.3%, 8%, -7%, -11%, 7%, 8%
COc1cccc(CC(=O)Nn2c(C)nc3ccccc3c2=O)c1
→ 2%, 5%, -14%, -4%, -1%, -10%[46.1 µM], 8%, 3%

Complete entries from above:
COC(=O)C1=C(C)NC(=O)NC1c1ccsc1 (stereo not given) is entered as Tau fluor cs: -5%; GLA spleen mod: -3%; Epigenetic derep: -1.4%; TRb-SRC2 inh: -16%; TexasRed fluor: -1%; NPSR antagonist: 1%[46.1 µM]; CBFb-RUNX1 inh: 15%; Tau FP inhib: -7%
CSc1nc(C)cc(SC(C(C)=O)C(=O)Nc2ccccc2)n1 (stereo not given) is entered as Tau fluor cs: -6%; GLA spleen mod: -16%; Epigenetic derep: -2.0%; TRb-SRC2 inh: -13%; TexasRed fluor: 3%; NPSR antagonist: -12%[46.1 µM]; CBFb-RUNX1 inh: 4%; Tau FP inhib: -10%
